# Screening results deposited in PubChem by National Center for Advancing Translational Sciences (NCATS).
# Tb PFK block – blocks T. brucei phosphofructokinase. O15648. T. brucei PFK, ADP-Glo luminescence. Potency, µM (titrated, usually from 57.5 µM), without a hit: at the highest dose activity, negative = inhibition, most hits filed as inhibitors. hit rate 0.17% among 330,000. AID 485367;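 note: potency is the fitted concentration of half-maximal effect; 0% = uninhibited 1x PFK enzyme wells and -100% = no-enzyme wells; nearly all actives have a fitted effect of over 60% in size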
#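 Activity is normalized to no-enzyme wells (full inhibition) and 1.25 nM enzyme wells (no inhibition). Reaction: 0.5 mM F6P, 0.1 mM ATP, 45 min RT, ADP-Glo luminescence; concentration-response curves fitted and classed by quality.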
# hERG WT inh – blocks the wildtype human KCNH2 potassium channel. AID 720551. U2OS, BacMam KCNH2, thallium flux FluxOr; active compounds read low. activity change, % at 1.84 µM. hit rate 0.37% among 340,000. Q12809;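 active = maximum activity change below -70%; inconclusive = maximum activity change between -70% and -50%; inactive = maximum activity change above -50%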; note: % is set by controls: 0 for no effect and ±100 for the full control effect
# Target sequence (Q12809 whole entry, looked up): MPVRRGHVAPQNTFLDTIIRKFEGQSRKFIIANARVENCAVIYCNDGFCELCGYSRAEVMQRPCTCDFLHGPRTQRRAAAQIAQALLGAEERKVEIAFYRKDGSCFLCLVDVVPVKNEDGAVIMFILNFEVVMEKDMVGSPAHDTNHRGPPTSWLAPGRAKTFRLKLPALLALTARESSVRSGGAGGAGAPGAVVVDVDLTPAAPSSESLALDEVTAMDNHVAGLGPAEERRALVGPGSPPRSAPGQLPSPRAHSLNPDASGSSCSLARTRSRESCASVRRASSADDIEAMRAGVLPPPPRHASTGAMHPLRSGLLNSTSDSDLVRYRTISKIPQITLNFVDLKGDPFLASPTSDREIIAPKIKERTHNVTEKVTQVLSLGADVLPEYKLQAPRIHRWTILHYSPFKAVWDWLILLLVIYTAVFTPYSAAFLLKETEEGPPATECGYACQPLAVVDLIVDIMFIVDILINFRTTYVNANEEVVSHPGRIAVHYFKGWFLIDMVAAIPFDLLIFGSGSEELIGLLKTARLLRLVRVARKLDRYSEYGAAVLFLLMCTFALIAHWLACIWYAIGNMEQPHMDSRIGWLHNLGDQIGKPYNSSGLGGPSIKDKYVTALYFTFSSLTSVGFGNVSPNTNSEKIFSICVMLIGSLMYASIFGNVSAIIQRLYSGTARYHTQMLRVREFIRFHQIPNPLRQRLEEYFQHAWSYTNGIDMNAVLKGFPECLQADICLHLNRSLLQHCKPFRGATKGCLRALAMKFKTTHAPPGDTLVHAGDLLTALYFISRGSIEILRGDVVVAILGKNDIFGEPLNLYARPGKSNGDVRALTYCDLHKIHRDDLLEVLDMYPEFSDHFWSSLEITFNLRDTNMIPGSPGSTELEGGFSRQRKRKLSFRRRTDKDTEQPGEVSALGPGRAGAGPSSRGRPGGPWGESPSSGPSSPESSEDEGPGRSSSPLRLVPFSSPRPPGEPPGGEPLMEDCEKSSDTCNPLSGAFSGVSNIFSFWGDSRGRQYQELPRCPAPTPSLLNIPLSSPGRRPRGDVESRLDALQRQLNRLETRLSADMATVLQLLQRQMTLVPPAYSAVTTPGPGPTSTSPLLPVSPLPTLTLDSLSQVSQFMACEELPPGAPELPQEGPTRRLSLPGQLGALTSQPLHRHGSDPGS
#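 U2OS cells transduced with wild-type KCNH2 virus are loaded with FluxOr dye for 45 min, and thallium flux is measured in kinetic reads before and after stimulation buffer. Rate constants are normalized to DMSO controls.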
# TCR activator – activators of T cell receptors; primary human leukocytes, anti-CD3, IL-2 HTRF, 48 h; Potency, µM (series often up to 9.22 µM), inactives show at the highest dose activation of IL-2 secretion, most hits filed as activators; 330,000 tested, under 10 active; AID 504894; note: % of control where 0% means no effect
#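 Primary human leukocytes incubated 48 hr with anti-CD3 beads plus compound, without co-stimulation. Secreted IL-2 measured by HTRF (europium cryptate/d2 anti-IL-2 pair, 320 nm excitation, 665 nm emission).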
# AT treatment – candidate therapy for ataxia-telangiectasia; […] A-T fibroblasts, KAP-1 phosphorylation AlphaLISA; neocarzinostatin DNA damage 30 min before lysis; Potency, µM (titrated, usually from 57.5 µM), inactives show top-dose activation, usual class: activators; hit rate 0.19% among 320,000; AID 485349; note: potency is the fitted concentration of half-maximal effect; % of control where 0% means no effect; nearly all actives have a fitted effect of over 45% in size
#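 ATM-like activity read as KAP-1 phosphorylation via AlphaLISA donor/acceptor antibody pairs after lysis and 6 hr at 25C. Cells were ATM-null patient fibroblasts ([…], hTERT), dosed 60 min, then exposed to the DSB inducer NCS for 30 min.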
# TSHR antagonist – blocks TSH signaling through the human TSH receptor | P16473 | TSHR-expressing cells, TSH-stimulated cAMP HTRF, 2 h; active compounds read low | activity change, negative = inhibition, % at 11.5 µM | hit rate 0.2% among 330,000;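 active = activity change below a set negative limit, meaning inhibition stronger than a set level, cut at about -70% in these data; inconclusive = activity change between two set negative limits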; note: % is set by controls: 0 for no effect and ±100 for the full control effect
#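 Inhibition of cAMP made by TSHR-expressing cells under TSH stimulation (4nM final, EC80; 2 h, 37 deg C) is quantified with a one-step lysis HTRF kit, anti-cAMP cryptate versus cAMP-d2.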
# Coupling enz – coupling enzyme interference in Giardia aldolase counter-screen; coupling enzyme system counterscreen, AmpLite Red fluorescence; activity change, negative = inhibition, % at 58.2 µM, hits read low; hit rate 0.67% among 290,000; in the data active = activity change below about -30%; note: % is set by controls: 0 for no effect and ±100 for the full control effect
#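 Compounds tested against the coupling enzymes alone at 57.5 uM final; readout was AmpLite Red fluorescence (525/598 nm) after 20 min at RT.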
# BCR signal inh – blocks chronic active B-cell receptor signaling | AID 493014 | hit rate 0.05% among 340,000 | ABC-DLBCL IkBa-CBG/CBR reporter, luminescence ratio, 4 h | Potency, µM (doses to about 46.1 µM), for inactives: at the top dose ratio change, negative = lower green/red ratio, usual class: inhibitors; active = well fitted inhibition curve with a large enough effect in the signal ratio, with a control signal flat, not every such curve was filed as active; inconclusive = small, poorly fitted or top-dose-only effect, or effect the other way, or a change in a side signal; the % refers to the signal ratio;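 note: potency is the fitted concentration of half-maximal effect; plate controls were basal doxycycline-induced cells for no effect and cells given 10 µM MG132 for full effect; MG132 reads +100%, hits lower the ratio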
#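 Compounds up to 46 uM were incubated four hours with TMD8 cells whose green CBG68 luciferase is fused to IkappaBalpha; red CBR luminescence normalised the signal, and concentration-effect curves were fitted to fusion, red and ratio data.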
# Giardia kill – kills Giardia lamblia; Giardia lamblia trophozoite viability; activity change, % at 7.66 µM, hits read low; hit rate 0.15% among 340,000; AID 540267; in the data active = activity change below about -80%; inconclusive = between about -30% and that limit;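 note: parasites exposed to compound for two days anaerobically before the ATP read; % is set by controls: 0 for no effect and ±100 for the full control effect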
#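 Compounds were tested on trophozoites seeded at 100 cells/well and held 48 hrs at 37 deg C anaerobically. An ATP-based luminescent kit measured the remaining live cells.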
# GALK inhibitor – galactokinase (human) inhibition; P51570; Purified GALK, Kinase-Glo residual ATP luminescence; Potency, µM (doses to about 57.5 µM), inactives show top-dose activity change, negative = inhibition, most hits filed as inhibitors; hit rate 0.007% among 270,000; AID 1868; note: potency is the fitted concentration of half-maximal effect; % is set by controls: 0 for no effect and ±100 for the full control effect
#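 GALK at 5 nM final was combined with compound, 35 uM ATP and 100 uM galactose in HEPES pH8.0 with MgCl2 and DTT. The reaction ran one hour at room temperature before luminescent ATP detection.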
# MLL CXXC-DNA inh – inhibitors of human MLL CXXC domain-DNA interaction | Potency, µM (doses to about 115 µM), inactives show at the highest dose activity change, negative = inhibition, actives largely listed as inhibitors | Q03164 | MLL-CXXC / FITC-HOXA9 DNA fluorescence polarization | AID 2662 | hit rate 0.037% among 290,000; active = well fitted inhibition curve with a large enough effect in the polarisation, with a control signal flat, not every such curve was filed as active; inconclusive = small, poorly fitted or top-dose-only effect, or effect the other way, or a change in a side signal; inactive = no such curve, though single readings can be large or run the other way; the % refers to the polarisation; note: potency is the fitted concentration of half-maximal effect
#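 Purified MLL-CXXC (added from a 7 uM solution) was preincubated 5 min at ambient with pinned compounds in 50 mM Tris-HCl pH 7.5, 50 mM NaCl, 1 mM DTT, 0.05% BSA. Fluorescein-labeled HOX-A9 DNA (50 nM solution) followed, 30 min, then polarization read.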
# Starred values were filed as active, the others as inactive; ? = inconclusive; . = no result given; & = joins results of further samples; [ ] = another dose, or the depositor's remark. Unless noted, calls come from the whole dose curve; as a rule, active = well fitted curve in the direction sought with a large enough effect; inconclusive = small, poorly fitted or top-dose-only effect, or another doubt; inactive = no such curve, though single readings can be large; an effect the other way counts as inactive or inconclusive.
SMILES,Tb PFK block,hERG WT inh,TCR activator,AT treatment,TSHR antagonist,Coupling enz,BCR signal inh,Giardia kill,GALK inhibitor,MLL CXXC-DNA inh
COC(=O)CN1C(=O)Nc2ccc(Br)cc2C1c1ccccc1 (stereo not given),-5.3%,8.0,0.3%[46.1 µM],0.1%,-5.0,-0.5,-1.9%,2.3,-2.5%,0.5%
N#CCc1nc2n(n1)Cc1ccccc1-2,2.2%,-5.9,5.5%,-16.5%,6.6,-1.1,-5.0%,42.9[activator],2.4%,-6.2%
CN1c2ccsc2/C(=N/Nc2ccccc2)CS1(=O)=O,-16.6%,-1.7,-0.6%,-1.1%,6.7,-2.2,-3.3%,17.4,0.9%,-5.5%
O=C(CCC1CCCN(Cc2ccc3c(c2)CCO3)C1)NCc1ccc(F)c(F)c1 (stereo not given),-18.3%,.,6.0%,5.9%[11.5 µM],-8.9,3.1,-6.3%,1.9,-0.4%,1.3%
CC(C)CNC(=O)C(=O)NNC(=O)c1ccco1,3.2%,-6.3,1.9%,3.0%,-1.4,1.7,1.2%,3.6,-1.1%,6.0%
O=C(CSc1nc2ccccc2[nH]1)Nc1nc(-c2ccc(Br)cc2)cs1,0.2%,20.7,-3.1%[46.1 µM],10.0%,-11.4,-2.8,3.1%,38.5[activator],-1.1%,8.9%
CN1CC(=O)N(CC(=O)Nc2ccc(SC(F)F)cc2)C1=O,1.7%,-7.4,4.0%,0.9%,17.3,12.0,?,-17.9,11.2%,-5.2%
COc1ccc(C(=O)NC(=S)N2CCN(C)CC2)cc1Br,-4.2%,3.0,-4.4%,1.5%,-4.7,-2.4,-1.1%,11.0,-0.7%,27.5%
CCCN(CCC)CCCNC(=O)c1cc2c(=O)[nH]c3ccccc3c2n1C,-3.8%,-4.6,-0.6%,-3.0%,-0.6,-0.1,2.2%,-10.0,0.1%,-0.1%
CCOc1ccc(N2C(=O)C3C(c4ccccc4)=NN(c4ccccc4)C3C2=O)cc1 (stereo not given),0.3%,-16.2,-3.3%[46.1 µM],13.9%,3.3,-2.7,-0.6%,-0.4,.,-0.9%
CCN1CCN(C(=O)/C=C/c2ccc(OC)c(OC)c2)CC1,2.6%,-1.7,.,-5.9%,13.2,0.2,-0.8%,-4.0,-3.4%,-5.9%
COc1ccc(C(=O)NCC(c2ccco2)N2CCCC2)cc1S(=O)(=O)N1CCCCC1C (stereo not given),-2.2%,-0.4,-1.4%,-6.5%,-4.9,.,3.2%,17.8,.,.
COc1ccc(NC(=O)c2ccccc2N(Cc2ccccc2)S(C)(=O)=O)cc1,-4.3%,-4.4,4.0%,3.0%,-8.0,0.0,-13.1%,0.2,-2.6%,-11.1%
O=C(CNC(=O)c1ccccc1F)NC1=NCCS1,0.1%,-11.2,-2.9%,7.3%,0.8,.,?,-4.4,5.5%,3.4%
CN1CCN(C(=O)c2cccc(-c3cc(O)c4ncccc4c3)c2)CC1,4.3%&6.0%,.,5.0%,-11.8%&-3.4%,-14.8&-3.9,.,6.8%&2.3%,?,.,.
COc1cc(C(=O)N2CCN(C3CCCCC3)CC2)cc(OC)c1OC,-1.1%,6.3,5.0%,5.3%,1.1,1.6,-1.8%,1.0,3.1%,-1.6%
CCOC(=O)Cc1cc(=O)c2cc(C)ccc2[nH]1,-0.8%,-3.6,0.4%,-4.5%,-6.0,-0.1,-5.6%,24.9,4.8%,2.3%
CC[C@H](C)[C@@H](C(=O)NCCCCCCCCCCC(=O)N1CCNCC1)n1cc(CCCCN=C(N)N)nn1,-3.1%,10.2,-17.5%,15.3%,6.5,.,-0.5%,?,.,.
COc1ccc(-c2cc([C@H]3[C@H]4C=CC[C@@H](C)[C@@H]4C(=O)N3Cc3ccccc3)ccc2F)cc1OC,1.5%,0.0,-2.5%,-3.2%,10.4,2.4,9.9%,-12.9,3.1%,0.1%
CCc1cc(-c2nc(N)ncc2-c2ccc(Br)cc2)c(O)cc1OC,-1.6%,1.6,11.5%,?,-3.4,-5.5,0.0%,-9.0,-1.7%,-8.2%
NC(=O)C1CCN(C(=O)Cc2ccc(-c3ccccc3)cc2)CC1,3.6%,3.7,5.7%,12.3%,5.7,-1.1,?,3.8,-0.8%,-0.3%
C[C@H](CO)N1C[C@H](C)[C@@H](CN(C)C(=O)NC2CCCCC2)Oc2ccc(NC(=O)NC3CCCCC3)cc2C1=O,2.2%,-2.4,-5.2%,5.1%,-8.9,.,1.5%,-3.9,.,.
CCCc1nn2c(=O)cc(CSCC(=O)Nc3ccccc3)nc2s1,17.1%,-3.2,8.3%,0.7%,7.1,.,3.6%,0.8,-0.8%,-2.5%
CCOc1ccc(Cl)cc1S(=O)(=O)N1CCC(C(=O)NCc2ccncc2)CC1,-8.2%,-9.1,11.9%,-2.1%,5.5,-1.3,-1.9%,-9.4,6.8%,-0.4%
COc1ccc(COC(=O)c2nc3nc(C)cc(C)n3n2)cc1F,3.3%,-12.0,3.8%,24.2%,6.3,2.2,-5.9%,5.4,0.5%,-2.2%
CN(C)N1C(N)=C(C#N)C(c2cccc3ccccc23)C2=C1CC(c1ccccc1)CC2=O (stereo not given),-1.0%,0.3,1.5%,7.8%,6.5,0.2,?,-1.2,1.4%,7.2%
CCN(CC)S(=O)(=O)c1cccc(-c2nc3n(n2)Cc2ccccc2-3)c1,-11.6%,-8.9,-3.2%,0.9%,-15.8,-2.2,-1.6%,-12.5,-1.9%,-9.8%
COc1cc(C(=O)N/N=C/C2CC=CCC2)cc(OC)c1OC (stereo not given),-0.1%,1.4,0.5%[46.1 µM],-4.7%,29.9,1.5,?,12.2,.,10.7%
c1cncc(-c2nc3ccccc3[nH]2)c1,-18.3%&-1.5%,-4.4,11.2%,39.4%&2.8%,6.0&-2.3,3.0&-2.0,?,-12.0,-0.4%&1.7%,-0.7%&0.0%
O=[N+]([O-])c1cccc(-c2ccc(SCc3cccnc3)nn2)c1,-1.8%,-6.3,.,4.1%,-9.5,-2.5,-11.1%,-8.9,8.0%,4.4%
CCc1nc2ccccc2c(NC(=O)CN2CCC(C)CC2)c1C,-3.9%,2.7,-32.4%,5.6%,8.8,-0.2,-0.8%,6.2,3.2%,0.7%
O=C(/C=C/c1ccc(Cl)cc1)NCc1ccncc1,0.4%,-2.3,-1.2%[46.1 µM],-9.6%,10.8,1.3,-1.2%,6.9,.,-14.1%
COc1ccc(-n2nc(C(=O)NCC(=O)NC(C)C)c3ccccc3c2=O)cc1Cl,-4.0%,1.0,-3.2%,-13.8%,8.6,-0.2,-4.9%,-4.7,3.2%,4.4%
O=C(/C=C/c1cccs1)N1CCC2(CC1)Oc1ccc(F)cc1C(=O)C21CC(c2ccccc2)=NO1 (stereo not given),1.5%,3.2,1.4%,3.16µM*,9.6,-2.4,-1.1%,-23.1,0.2%,-26.2%
Cc1noc(C)c1CSc1nc2ccccc2n1CCc1ccccc1,-10.4%,4.7,6.4%,8.4%,-16.9,-6.0,?,36.2[activator],-1.9%,0.4%
O=C(NCc1cccc(Cl)c1)c1cc(COc2ccc3ncccc3c2)on1,15.1µM*,1.2,0.8%,5.2%,-49.2,8.1,-23.1%,-12.5,9.6%,1.3%
Cn1nc(-c2ccc(Cl)cc2)c2cc(C(=O)NCCCN3CCCC3)sc21,3.4%,-7.6,6.1%,-5.8%,0.7,0.3,?,-17.4,-0.1%,-15.1%
OCCCNc1ncnc2scc(-c3ccc(Cl)cc3)c12,-2.5%,2.1,3.1%,4.4%,0.8,2.7,-15.5%,-3.8,-2.2%,-0.1%
O=C(Cc1csc(Nc2nc(=S)[nH]c3ccccc23)n1)N1CCN(c2cccc(C(F)(F)F)c2)CC1,2.8%,2.5,-6.2%,3.2%,-9.9,3.2,4.9%,11.8,0.7%,16.3%
CCn1c(COc2ccccc2C)nnc1SCC(=O)OC,0.5%,-14.8,1.7%,1.0%,-11.9,3.9,6.9%,3.0,-2.3%,-5.3%

# 2 entries from above, with each value named.
NC(=O)C1CCN(C(=O)Cc2ccc(-c3ccccc3)cc2)CC1
  Tb PFK block: 3.6%
  hERG WT inh: 3.7
  TCR activator: 5.7%
  AT treatment: 12.3%
  TSHR antagonist: 5.7
  Coupling enz: -1.1
  BCR signal inh: ?
  Giardia kill: 3.8
  GALK inhibitor: -0.8%
  MLL CXXC-DNA inh: -0.3%
C[C@H](CO)N1C[C@H](C)[C@@H](CN(C)C(=O)NC2CCCCC2)Oc2ccc(NC(=O)NC3CCCCC3)cc2C1=O
  Tb PFK block: 2.2%
  hERG WT inh: -2.4
  TCR activator: -5.2%
  AT treatment: 5.1%
  TSHR antagonist: -8.9
  Coupling enz: .
  BCR signal inh: 1.5%
  Giardia kill: -3.9
  GALK inhibitor: .
  MLL CXXC-DNA inh: .
